SKN-1 block – suppressors of acrylamide-induced Pgst-4::GFP reporter in worms, primary screen, SKN-1 inhibitor project, whole organism, uHTS, GFP/RFP fluorescence ratio, strain VP596; C. elegans VP596 Pgst-4::GFP/RFP ratio, 24 h; inhibition, % at 21.8 µM; 360,000 compounds, 0.49% hits;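 active = interference check ratio from 0.5 to 1.5 plus GFP to RFP signal ratio inhibition reaching or exceeding a fixed threshold, cut at about 30% in these data, passing the limit was not always enough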; note: some compounds called inactive have numbers as strong as hits
Neddylation inh – inhibitors of cullin neddylation, primary screen, biochemical, TR-FRET, uHTS, NAE and Ubc12 | NEDD8-conjugating enzyme Ubc12 (Homo sapiens) + NEDD8-activating enzyme E1 regulatory … | calls only at 25 µM | 360,000 compounds, 0.58% hits | AID 651699, 2012; in the data active = inhibition above about 36%
E coli Lon inh – inhibitors of E. coli Lon protease, primary screen, biochemical, fluorescence polarization; P0A9M0; purified E. coli Lon protease; inhibition, % at 7.94 µM; 360,000 compounds, 0.42% hits; in the data active = inhibition above about 13%, passing the limit was not always enough;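 note: 0% = enzyme with probe and DMSO and 100% = no enzyme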
bovine MsrA act – bovine MsrA enzyme activators, primary screen, biochemical, absorbance, HTS; purified bovine MsrA, absorbance read-out; activation, % at 10.6 µM; 360,000 compounds, 0.3% hits; AID 602163, 2012; in the data active = activation above about 7.5%;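 note: 0% = vehicle and 100% = reference activator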
MT1-MMP act inh – blockers of MT1-MMP proenzyme processing, primary screen, HT1080 RFP-PRO-GFP cells, GFP/RFP fluorescence. GFP/RFP ratio fluorescence, overnight; percent of plate control window, DMSO zero. GFP/RFP ratio change, % at 20 µM. 360,000 compounds, 0.061% hits;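 active = GFP/RFP ratio change of at least 30% with cell ATP level not reduced by more than half and red fluorescence within 50% of control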; note: strong numbers were not always called active
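Material – HT1080 RFP-PRO-GFP cells · Control set – DMSO wells and RFP-L50D-GFP cells · Incubation – overnight cell settling, then overnight compound exposure, 37 °C, 5% CO2 · Compound dosing – single-point 20 µM compound, 1% DMSO · Read-out – GFP/RFP fluorescence ratio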
Rin1-Abl PPI inh – inhibitors of Rin1-Abl protein binding, primary screen, biochemical, TR-FRET; inhibition, % at 7.35 µM; Tyrosine-protein kinase ABL1 (Homo sapiens) + Ras and Rab interactor 1 (Homo sapiens), …; 360,000 compounds, 0.4% hits; in the data active = inhibition above about 5%, passing the limit was not always enough
FAS TE block – FAS thioesterase domain inhibitors, primary screen, biochemical, fluorescence intensity, uHTS; inhibition, % at 15 µM; AID 602261, 2012; recombinant FAS-TE, OMFH fluorogenic substrate, fluorescence endpoint; 360,000 compounds, 0.67% hits; Fatty acid synthase (Homo sapiens), P49327;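 active = compounds whose normalised, plate-corrected inhibition of enzyme fluorescence in the single-dose primary screen is 50% or more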;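 note: 0% = DMSO with enzyme and 100% = substrate without enzyme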
MLLE-PAM2 inh – inhibitors of PABP1 MLLE–PAM2 peptide binding, primary screen, biochemical, fluorescence polarization, FITC-PAM2, GST-MLLE | AID 588489, 2011 | inhibition, % at 20 µM | 360,000 compounds, 0.36% hits | Polyadenylate-binding protein 1 (Homo sapiens), P11940; in the data active = inhibition above about 35%, passing the limit was not always enough;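 note: plate controls were DMSO wells with GST-MLLE for no effect and wells lacking GST-MLLE protein for full effect; some results filed as inactive read as strong as hits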
Target sequence (P11940 whole entry, looked up): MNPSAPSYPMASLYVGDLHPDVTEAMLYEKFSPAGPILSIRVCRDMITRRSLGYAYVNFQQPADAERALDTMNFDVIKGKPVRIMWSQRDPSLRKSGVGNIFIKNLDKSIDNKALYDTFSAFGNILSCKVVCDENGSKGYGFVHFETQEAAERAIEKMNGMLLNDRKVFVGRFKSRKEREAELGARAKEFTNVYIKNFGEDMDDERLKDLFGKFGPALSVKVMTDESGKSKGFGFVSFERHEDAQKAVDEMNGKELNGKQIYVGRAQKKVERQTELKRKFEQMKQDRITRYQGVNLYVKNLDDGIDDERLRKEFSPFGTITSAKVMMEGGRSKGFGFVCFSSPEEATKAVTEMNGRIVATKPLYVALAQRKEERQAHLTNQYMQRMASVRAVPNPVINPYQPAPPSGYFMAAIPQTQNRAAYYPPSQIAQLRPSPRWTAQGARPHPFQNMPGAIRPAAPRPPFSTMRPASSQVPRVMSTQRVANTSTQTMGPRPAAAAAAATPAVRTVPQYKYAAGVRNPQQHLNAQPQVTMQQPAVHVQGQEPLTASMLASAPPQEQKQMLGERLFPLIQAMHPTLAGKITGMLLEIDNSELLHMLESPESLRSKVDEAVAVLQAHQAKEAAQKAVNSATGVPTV
CendR NRP1 mod – modulators of CendR peptide binding to NRP-1, primary screen, biochemical, fluorescence polarization, uHTS; Neuropilin-1 (Homo sapiens), O14786; FAM-RPARPAR peptide binding to NRP-1; 360,000 compounds, 0.85% hits; inhibition, % at 25 µM;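 active = inhibition or corrected inhibition above about 18%, plus a signal ratio from 0.5 to 1.5, limit read from the data, passing the limit was not always enough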; note: strong numbers were not always called active
The depositor's hits bear a star; i = inactive; · = not tested or not shown.

SMILES	SKN-1 block	Neddylation inh	E coli Lon inh	bovine MsrA act	MT1-MMP act inh	Rin1-Abl PPI inh	FAS TE block	MLLE-PAM2 inh	CendR NRP1 mod
COc1ccccc1/C=N/NS(=O)(=O)c1ccccc1	23.9	i	7.1	-1.5	2.5	0.0	-2.4	-17.8	-1.1
CCC1([N+](=O)[O-])COC(c2ccc(C)cc2)OC1 (configuration not stated)	-1.1	i	-5.9	-2.6	-0.5	-0.5	2.9	-8.5	2.8
CC(C)(C)c1ccc(S(=O)(=O)N2CCN(CCC#N)CC2)cc1	0.0	i	2.6	-1.8	-1.6	-3.8	6.1	4.8	3.5
CCOc1ccc(Cl)cc1/C=C1/C(=O)ON=C1C	6.2	i	5.6	-6.5	2.4	0.2	-1.2	24.4	-2.9
CCN(CC)CCNC(=O)c1cn(CC)c2ccc(S(=O)(=O)N(C)C3CCCCC3)cc2c1=O	8.6	i	-5.2	-1.0	-3.0	1.7	-8.0	5.0	4.7
CN(C)Cc1c(C(=O)N/N=C/c2ccco2)nnn1-c1nonc1N	14.4	i	5.4	-3.0	-5.4	-0.2	-5.6	5.3	8.7
COc1ccc(OC2CCN(S(=O)(=O)c3ccc(OC)cc3)CC2)cc1	4.8	i	5.0	-1.6	0.8	-1.0	22.7	-1.1	-13.6
Clc1ccc(CSc2nc3ccncc3[nH]2)cc1	-4.0	i	-4.7	1.8	-2.3	-4.9	-12.2	-11.3	18.8
N#Cc1ccccc1OCC(=O)N1CC(=O)Nc2ccccc21	13.3	i	11.0	0.3	-2.2	-0.6	-0.6	2.0	4.4
CCOC(=O)Cc1csc(NC(=O)C(C)c2ccc([N+](=O)[O-])cc2)n1 (configuration not stated)	-2.6	i	-2.3	-11.1	-2.2	3.8	-1.9	-9.3	-12.6
CCCCn1c(N)c(N(CCOC)C(=O)CCS(=O)(=O)c2ccc(Cl)cc2)c(=O)[nH]c1=O	-9.5	i	-4.1	-12.1	1.7	0.3	-1.6	2.4	8.9
O=C(N/C(=N\O)c1ccccc1)Nc1ccc(Cl)cc1	6.3	i	-5.7	-4.3	4.4	3.0	-0.5	13.8	1.3
COc1ccc(CC(=O)Oc2ccc(C)cc2Br)cc1S(=O)(=O)N1CCOCC1	12.7	i	-7.0	-0.3	-3.0	-2.9	13.3	-19.9	-3.3
C=CCNc1nc(-c2sc(NC(=O)C(C)(C)C)nc2C)c(-n2cc(-c3ccccc3)nn2)s1	17.0	i	-0.8	-3.8	-8.1	·	12.2	·	7.7
CCCCn1c(N)c(N(CCOC)C(=O)c2ccc3c(c2)C(=O)N(c2ccccc2C)C3=O)c(=O)[nH]c1=O	1.4	i	-9.3	0.3	2.1	1.7	6.3	0.7	-6.6
COc1ccc(C(O)c2nc(-c3ccc(F)cc3OC)cs2)cc1 (configuration not stated)	-14.7	i	1.2	-2.0	-0.9	2.5	16.6	-10.3	18.6
C=CCc1c(O)c(CC)cc2c(C)cc(=O)oc12	-0.5	·	7.0	-7.4	-2.3	0.9	-5.8	2.6	0.0
O=C(CN1CCCCCC1)Nc1ccc(S(=O)(=O)N2CCOCC2)cc1	5.6	i	-4.9	-9.8	2.4	1.8	-7.7	-6.5	0.6
O=C(CNC(=O)c1nc[nH]c1C(=O)N1CCc2ccccc2C1)OCc1ccccc1	-6.4	i	-2.0	-13.2	-0.8	5.5	-3.1	-1.7	11.3
O=[N+]([O-])c1ccc(Nc2c3ccccc3nc3ccccc23)cc1	10.7	i	-4.0	-1.5	7.6	-5.3	27.5	-3.5	4.1

3 compounds picked at random from the list so far:
SMILES	SKN-1 block	Neddylation inh	E coli Lon inh	bovine MsrA act	MT1-MMP act inh	Rin1-Abl PPI inh	FAS TE block	MLLE-PAM2 inh	CendR NRP1 mod
CCN(CC)CCNC(=O)c1cn(CC)c2ccc(S(=O)(=O)N(C)C3CCCCC3)cc2c1=O	8.6	i	-5.2	-1.0	-3.0	1.7	-8.0	5.0	4.7
Clc1ccc(CSc2nc3ccncc3[nH]2)cc1	-4.0	i	-4.7	1.8	-2.3	-4.9	-12.2	-11.3	18.8
CC(C)(C)c1ccc(S(=O)(=O)N2CCN(CCC#N)CC2)cc1	0.0	i	2.6	-1.8	-1.6	-3.8	6.1	4.8	3.5

Next section
SMILES	SKN-1 block	Neddylation inh	E coli Lon inh	bovine MsrA act	MT1-MMP act inh	Rin1-Abl PPI inh	FAS TE block	MLLE-PAM2 inh	CendR NRP1 mod
COc1ccccc1N1CCN(C(=O)c2cccc(S(=O)(=O)N3CCCCCC3)c2)CC1	8.0	i	8.9	-2.1	-2.1	1.1	2.7	-17.9	-5.2
Cc1cc2cc(C)c3nnc(SCC(=O)N4CCN(C(=O)c5ccco5)CC4)n3c2cc1C	-0.6	i	-6.8	-1.1	8.7	-2.7	-5.0	0.5	-2.4
COc1ccccc1-c1csc(C(O)c2cccc(Cl)c2)n1 (configuration not stated)	2.8	i	9.9	0.3	-4.2	-2.5	22.8	-5.8	0.8
Cc1nnc(NC2=NCCC2)s1	26.8	i	-14.6	-0.2	1.5	-1.6	-7.4	-4.6	5.8
O=C(CN1C(=O)S/C(=C\c2cccs2)C1=O)Nc1ccc(C(=O)O)c(O)c1	-4.2	i	2.2	-5.2	2.6	-1.7	5.7	12.8	-8.4
C=CCOC(=O)c1ccccc1C(=O)OCC1CO1 (configuration not stated)	3.7	i	-9.8	-3.5	-2.9	2.0	-8.0	-1.6	10.3
O=C(Nc1ccc(Cl)cn1)C1CCN(c2ncnc3c2nc2n3CCCCC2)CC1	-5.6	i	-6.2	-1.8	7.5	-0.9	14.7	9.9	4.3
CC(/C=C/c1ccc(N(C)C)cc1)=N\N=C1\NC(=O)CC(C(=O)Nc2ccccc2)S1 (configuration not stated)	2.5	i	-54.0	-2.8	-8.5	-2.8	16.1	-65.5	-79.6
Cc1cnc(C(=O)N(c2ccc(N3CCOCC3)cc2)C2C(=O)Nc3ccccc3N=C2c2ccc(F)cc2)cn1 (configuration not stated)	-1.4	i	2.1	-6.0	3.3	1.3	-13.5	4.5	-1.8
COc1cccc(/C=N/NC(=O)CCc2c(C)n[nH]c2C)c1O	-4.7	i	6.6	-1.8	4.6	-8.8	-2.3	0.3	0.2
O=C(N/N=C/c1cccc(O)c1)c1ccc(COc2cccc3cccnc23)cc1	1.2	i	7.8	-4.7	4.8	3.3	-4.8	-0.9	-9.2
O=C(N/N=C/c1ccc(Cl)cc1Cl)c1cccc(F)c1	17.2	i	-8.1	1.3	3.8	-0.3	7.6	-4.0	4.3
Clc1ccc(Oc2cccc(/C=N/n3cnnc3)c2)cc1	17.7	i	-0.3	-0.9	5.3	2.1	2.3	1.6	1.2
Cc1cc2oc(=O)ccc2cc1[N+](=O)[O-]	-7.7	i	1.7	-3.4	1.2	-1.1	5.0	0.8	2.9
CCOC(=O)[C@]12CCC=C1N(Cc1ccc(Cl)cc1Cl)C(=O)[C@H](CC(=O)NCCCOC)C2	5.0	i	-2.2	-3.2	0.5	·	-1.2	·	2.8
O=C(NCCNC(=O)c1cccs1)c1ccco1	18.0	i	-4.4	-0.3	-1.5	-2.7	-4.4	3.0	-32.0
CCOCCOCCC(C(=O)O)P(=O)(c1ccccc1)c1ccccc1 (configuration not stated)	7.1	i	1.3	-2.6	3.5	1.9	-6.1	7.1	-1.7
CN(C)S(=O)(=O)c1cccc(-c2nnc(SCc3cc(Cl)cc4c3OCOC4)n2N)c1	5.8	i	-1.0	-0.3	0.8	-1.2	4.5	-31.0	-10.1
C/C(=N/NC(=O)c1ccc(C(C)(C)C)cc1)c1ccccn1	13.6	i	8.4	-0.9	16.3	0.9	20.1	8.5	-0.5
N#CCCC1CCCC=C1N(Cc1ccccc1)C(=O)C(Cl)Cl (configuration not stated)	-25.1	i	-11.1	-0.1	-1.4	-1.4	-1.0	5.8	-0.9
O=C(c1cc2cc([N+](=O)[O-])ccc2oc1=O)N1CCOCC1	4.6	i	4.6	-2.2	4.4	3.7	0.6	0.1	-0.5
CC(=O)Nc1nnc(SCC(=O)c2ccc3c(c2)Cc2ccccc2-3)s1	8.6	i	5.8	-1.9	6.7	0.1	-4.1	19.0	-2.0
O=C(O)c1c[nH]c(=O)c2ccccc12	-1.7	i	-2.4	-4.3	0.2	-2.0	-13.9	-0.5	10.7
Cc1cccc2cc(CN(Cc3nnnn3C3CCCCC3)C3CCCC3)c3nnnn3c12	-6.3	i	4.0	-1.7	-6.7	-3.1	29.3	1.7	-8.3
CC1CCN(C(=O)Cn2ncc3c4ccccc4n(C)c3c2=O)CC1	4.1	i	3.7	-2.0	0.9	-3.2	-0.5	9.8	-5.7
COc1ccc(C(CNC(=O)c2cccc(S(=O)(=O)N3CCCCC3)c2)N2CCCC2)cc1 (configuration not stated)	-5.1	i	-16.1	-7.5	3.2	1.1	-6.1	10.2	-4.2
C/C(CC(=O)Nc1cccc(C(F)(F)F)c1)=N\NC(=O)c1cnccn1	11.6	i	-3.5	-3.1	0.3	0.8	-1.4	7.2	17.3
C=C1CCC2[C@](C)(CO)[C@H](O)CC[C@@]2(C)[C@@H]1/C=C/C1=CCOC1=O (some centres not stated)	0.1	i	-7.9	-2.5	-4.2	-0.5	-3.7	-13.1	-6.9
CCCCN1C(=O)CC(N2CCOCC2)C1=O (configuration not stated)	-2.2	i	2.4	-1.6	-4.6	-3.1	-7.4	-0.7	2.2
COc1ccc(C2C(C#N)=C(N)Oc3cc(N)ccc32)cc1OC (configuration not stated)	12.9	i	-24.5	-0.1	4.2	-1.2	-11.1	-7.8	-15.3
COc1cccc(NC(=O)CN(C)C(=O)CCNC(=O)c2ccccc2Cl)c1	11.3	i	-10.8	8.0*	-3.5	1.1	-2.9	14.0	20.3
CN(C(=O)c1cccc(NC(=O)Cc2cccc(NC(=O)C3CCCN(C(=O)CCc4ccccc4)C3)c2)c1)C1CCC1 (configuration not stated)	1.2	i	-3.1	1.0	-9.4	1.0	-3.1	4.1	-6.0
O=C(NCCOc1ccccc1)c1ccccc1F	-1.8	i	-8.1	-5.0	0.7	2.5	-6.2	0.4	-2.7
CCCCN1CC[C@H]2C=CC[C@@H](C(=O)Nc3ccc(Cl)c(C(F)(F)F)c3)[C@H]2C1=O	14.2	i	2.2	5.4	4.1	-1.8	20.5	5.5	11.0
CCOC(=O)N1CCN(C(=O)c2csc3c2CCCCC3)CC1	-7.4	i	-3.1	-2.8	-1.4	-0.3	-3.8	13.4	7.4
NC(c1ccc(F)c(F)c1)c1nc(-c2ccc3ccccc3c2)cs1 (configuration not stated)	20.2	i	2.9	-0.3	-2.6	5.7	21.1	6.8	-16.2
S=c1ccc2ccccc2[nH]1	10.4	i	1.2	7.2	1.6	-0.9	-1.8	21.4	1.3
O=C(Nc1ccccc1F)NC1CCCCCCC1	9.3	i	-18.7	-3.5	-5.2	-0.7	7.4	1.9	-3.6
Cc1ccc(-c2onc3ccc(Cl)cc23)cc1	1.5	i	-3.4	-3.7	-12.0	-1.0	-3.3	8.6	-9.3
CCN(CC(=O)Nc1cc(Cl)ccc1OC)CC(=O)NC1CCS(=O)(=O)C1 (configuration not stated)	-1.1	i	4.2	-4.0	-2.5	-0.6	-0.7	-1.6	-1.3
C/C(=N/Nc1ncc(Br)cn1)c1ccc([N+](=O)[O-])cc1	-6.5	i	0.4	-3.5	0.3	-3.6	11.4	1.3	-1.5
